KDM5B inhibitor: KDM5B demethylase inhibition | KDM5B demethylase, FDH-coupled NADH fluorescence (FDH is formaldehyde dehydrogenase) | Potency, µM (top dose mostly 57.7 µM), for the others: at the top dose activity change, negative = inhibition, hits mostly inhibitors | actives 2.6% (n = 220,000) | AID 1347165; active = well fitted inhibition curve with a large enough effect; inconclusive = small, poorly fitted or top-dose-only effect; inactive = no such curve, though single readings can be large or run the other way; also: 0% is about no effect; nearly all actives have a fitted effect of over 70% in size
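Coupled FDH/NAD⁺ fluorescence readout. KDM5BΔAP 200 nM final; compound titration, 10 min RT preincubation; substrate mix 12.5 µM H3K4me3, 25 µM 2-OG, 50 µM Fe(II), 100 µM ascorbate, 0.25 mM NAD⁺, 0.25 U/mL FDH; ΔRFU over 30 min.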
An asterisk follows results filed as active; i = inactive; ? = inconclusive; & = joins results of further samples; [ ] = another dose, or the depositor's remark. Potency is read from the fitted curve at half-maximal effect.

KDM5B inhibitor	SMILES
-9%	CCc1ccc(Nc2nnc(-c3cc4cc(OC)ccc4oc3=O)s2)cc1
-4%	CCCNC(=O)C(=O)NCCc1c[nH]c2ccccc12
?	O=C(COc1ccc(Cl)cc1Cl)Nc1ccc2c(c1)CCN2C(=O)c1cccnc1
-8%	O=C(/C=C/c1ccccc1)C1CC1
?	Cc1ccc(-n2ncc3c(N4CCN(C)CC4)ncnc32)cc1
?	COc1ccc2c(-c3ccccc3)cc(SCC(=O)N3CCOC(C)C3)nc2c1 (stereo not drawn)
-11%	COc1ccc(C2Cn3cnc(C(=O)N4CCC(C(=O)Nc5cccc(F)c5)CC4)c3CO2)cc1 (stereo not drawn)
12%	O=C(Cn1nc(C(=O)O)c2ccccc2c1=O)Nc1ccccc1Cc1ccccc1
-29%	CCN(CC)CCNC(=O)C12CCCC=C1N(c1ccccc1)C(=O)CC2 (stereo not drawn)
32µM*	Fc1ccc(CN2CCC3(CC(Cc4ccccc4)=NO3)C2)cc1 (stereo not drawn)
-20%	Cc1csc2nc(-c3ccc(NS(=O)(=O)c4cccc(F)c4)cc3)cn12
-7%	CC(CCN1CCC(C(O)(c2ccccc2)c2ccccc2)CC1)Oc1cccc(Cl)c1 (stereo not drawn)
-5%	O=c1c(Cl)c(Oc2ccc(C(F)(F)F)cc2)cnn1-c1ccc(C(F)(F)F)cn1
23%	OCCCNC(=S)NC1CC2CCC1C2 (stereo not drawn)
-9%	CC(C)C[C@@H]1NC(=O)[C@H]2C[C@@]3(C)c4ccccc4N[C@H]3N2C1=O

Records listed above that bear a hit mark in KDM5B inhibitor.
KDM5B inhibitor	SMILES
32µM*	Fc1ccc(CN2CCC3(CC(Cc4ccccc4)=NO3)C2)cc1 (stereo not drawn)

More records follow:
KDM5B inhibitor	SMILES
?	COCCCNC(=O)c1c(C)oc2c1CN(Cc1ccc(F)cc1)CC2
17%	CCOc1ccc(C(=O)C(C)OC(=O)c2ccc(C(N)=O)cc2)cc1 (stereo not drawn)
-17%[86.2 µM]	CC1=NOC2(CCN(C(=O)c3ccc(C(F)(F)F)cc3)CC2)C1
37%[activator]	CCCN(CC1CCOC1)C(=O)Nc1ccc(C(F)(F)F)cc1 (stereo not drawn)
?	Cc1cc(O)c2c(C)c(CC(=O)NCc3cccc(Cl)c3)c(=O)oc2c1
7%	COc1ccc(N2C(=O)C(C)CS2(=O)=O)cc1S(=O)(=O)N(C)CCc1ccncc1 (stereo not drawn)
?	COCCNCC(=O)Nc1ccc(OC(F)(F)F)cc1
-3%	O=C(Nc1ccccc1F)c1nc(SCc2ccc(F)cc2)ncc1Cl
?	CCN(CC)c1ccc(C=Nc2ccc(F)cc2)cc1
-6%	O=C(NCC(F)(F)F)c1cccnc1Nc1cccc(C(F)(F)F)c1
-28%	COc1ccc(C2C(C#N)=C(N)OC(C(C)(C)C)=C2C#N)cc1 (stereo not drawn)
-1%	CCc1ccccc1NC(=O)Cn1nnc(C(=O)NCc2ccco2)c1N
-5%	O=C(C1CCCC1)N1CCC(Oc2ccccc2)C1 (stereo not drawn)
-10%	COC(=O)c1ccccc1OCc1ccccc1
-5%	O=C(c1cc(-c2ccccc2)n[nH]1)N1CCCC(Cc2noc(-c3cnccn3)n2)C1 (stereo not drawn)
-29%	CCN(CC)S(=O)(=O)c1ccc(N2CCN(S(=O)(=O)c3ccccc3)CC2)nc1
?	Cc1ccccc1C(=O)Nc1ccnn1C1CCN(C(=O)CN)CC1
-7%	CCC1=C(c2ccc(C)cc2)S(=O)(=O)N=C1N1CCC(C(=O)Nc2ccc(OC)cc2OC)CC1
i	COc1ccc(-c2nc(CN3CCOC(CN)C3)c(C)o2)c2ccccc12 (stereo not drawn)
-11%	Cn1cnc([N+](=O)[O-])c1NCc1ccccc1
-5%	Cc1ccc(Cl)cc1NC(=O)N1CCC(n2cnnc2C2CC2)C1 (stereo not drawn)
?	Cc1nonc1OC(C)CNCCNc1ccc([N+](=O)[O-])cc1 (stereo not drawn)
?	CSCC[C@@H]1NC(=O)c2cc(NC(=O)c3cc(-c4cccnc4)n[nH]3)ccc2NC1=O
-20%	CCCNc1nc2c(c(=O)n(C)c(=O)n2C)n1CC(O)COc1ccccc1 (stereo not drawn)
?	O=C(/C=C/c1ccc(OCc2ccccc2)cc1)c1cccnc1
3%	Cc1ncsc1C1N(C2CCN(C(=O)c3cnccn3)CC2)C(=O)C12CCCC2 (stereo not drawn)
7%	CCOc1ccc(CNC(=O)c2cc3c(=O)oc4ccc(C)cc4c3s2)cc1
?	CCn1c(=O)cc(OCC(=O)N2CCN(c3ccc(C)cc3)C(C)C2)c2ccccc21 (stereo not drawn)
?	COCCN1CCCCCC(O)c2cc(C(=O)NCCc3ccccn3)ccc21 (stereo not drawn)
17%	Cc1nnc([C@@H]2CC(F)(F)CN2C(=O)c2occc2C)o1
-4%	CCOC(=O)c1sc2cccc(F)c2c1S(=O)(=O)Nc1ccccc1F
?	COc1cc2ncc3c(-c4ccccc4)nn(-c4ccc(C)cc4)c3c2cc1OC
-9%	Cc1cc(Nc2cccc(Cl)c2)n2nc(Cc3ccccc3)nc2n1
24%	CCC(NC(=O)C1CCCO1)C12CC3CC(CC(C3)C1)C2 (stereo not drawn)
-28%	Cc1cccc(C)c1OCCSc1nc2ccccc2n1CC(=O)O
?	NC(=S)N/N=C1\CC(c2ccc3c(c2)OCCO3)Oc2ccc(F)cc21 (stereo not drawn)
20%	CCC(=O)N1CCC(Oc2ccc(C(=O)N3CCOCC3)cn2)CC1
6%	COc1cccc(C(CNC(=O)CCc2nnc(-c3ccsc3)o2)N(C)C)c1 (stereo not drawn)
-27%	CC1CCN(c2nc3c(S(=O)(=O)c4ccccc4)nnn3c3ccsc23)CC1
32µM*	Fc1cccc(-c2cnc(Nc3ccc(N4CCOCC4)cc3)c3c2CCO3)c1
-11%	CC(C)C(NS(=O)(=O)c1ccccc1)C(=O)NC1CCCC1 (stereo not drawn)
?	O=C1N(CCc2ccccc2)CCOC12CCN(Cc1ccc3c(c1)CCO3)CC2
?	Cc1ccccc1NC(=O)Cn1c(SCC(=O)Nc2ccc(F)cc2)nc2ccccc21
?	COc1ccc(O)c(C(=O)/C=C/c2ccc(C)cc2)c1
-15%	CCC(CC)Nc1nnc(C)c(C)c1C#N
?	Cc1cc(Nc2cccc(Cl)c2)nc2ccc(NC(=O)C3CCC(C)CC3)cc12 (stereo not drawn)
9%	Cc1ccc(C2N3CC4(C)CN2CC(c2ccccc2)(C3)C4=O)cc1 (stereo not drawn)
-17%	CC(C)C(c1ccc(O)cc1)c1ccc(O)cc1
-2%	CNC(=O)[C@@H]1CN(C(=O)Cn2nc(C(F)(F)F)cc2C)C[C@H]1CO
?	COc1cc(SC)ccc1C(=O)Nc1cccc(C2OCCCO2)c1
5%[86.2 µM]	COc1ccc(O[C@H]2COCCN(C(=O)COc3ccccc3)C2)cc1
?	CC(=O)Oc1ccccc1C(=O)Nc1ccc2c(c1)CN(CCc1ccc(F)cc1)C(=O)C(C)O2 (stereo not drawn)
?	Cc1ccc(S(=O)(=O)c2nnn3c2nc(NCc2ccc(F)cc2)c2ccccc23)cc1
?	COc1ccccc1-c1cc(C(=O)NC(C)C)c2cnn(C)c2n1
-20%	CCOc1ccc(CC(=O)N2CCC[C@H]2c2nc(-c3ccc(C)cc3)no2)cc1
18%	COc1ccc(-c2ccc(-c3noc(-c4cc(OC)cc(OC)c4)n3)c(OC)n2)cc1
-21%	C=CCc1c(C)nc2nc(SCC(=O)Nc3ccc(C)c(C)c3)nn2c1C
23%	CCCNC(=O)Cc1ccc(N(Cc2cccc(C)c2)C(=O)c2ccco2)cc1
-1%	CCN1CCCC1CNC(=O)c1cccc2c(=O)c(C)c(-c3ccccc3)oc12 (stereo not drawn)
13%	COc1ccc(C(=O)N2CCC3(CC2)NC(=O)N(c2cccc(Cl)c2)N3)cc1

Continued:
KDM5B inhibitor	SMILES
14%&-5%	CCOC(=O)c1c(C)[nH]c(C)c1S(=O)(=O)N(C)CC(=O)Nc1ccc(C)cc1C
-14%	Cc1ccc(N(C)C(CNS(=O)(=O)c2ccccc2)c2ccccc2)cc1 (stereo not drawn)
48%[activator]	CCc1ccc(OCC(=O)Nc2ccc3oc(=O)ccc3c2)cc1
-20%	O=C(NCc1ccc(-n2cccn2)cc1)c1ccc(Cl)cc1F
-8%	N#Cc1ccc(NC(=O)C2CC(c3ccccc3)=NO2)cc1 (stereo not drawn)
19%	Cc1ncsc1C(=O)NC(C)c1ccc(F)cc1 (stereo not drawn)
18%	CNC(=O)[C@@H]1C[C@H](Oc2ccccc2)CN1S(=O)(=O)Cc1ccccc1
11%	CC1(C)Cc2c(cnn2-c2ccc(F)cc2)C(NC(=O)Cn2cncn2)C1 (stereo not drawn)
14%	COc1ccccc1CNC(=O)CCc1nnc2ccc(NCc3ccccc3Cl)nn12
?	Cn1c(=O)c2ccnn2c2ccc(C(=O)Nc3ccc4c(c3)OCCO4)cc21
?	COC(=O)c1ccc(Oc2c(C)oc3cc(OC(=O)c4ccccc4F)ccc3c2=O)cc1
?	CC(=O)Oc1c(-c2ccc(NC(=O)c3ccco3)cc2)c(-c2cccc(C)c2)nn1-c1cccc(F)c1
i	CC(=O)Oc1ccc2c(C)c(CC(=O)NCCc3ccccc3F)c(=O)oc2c1OC(C)=O
4%	CC(C)Cn1c(-c2ccccc2Cl)nc2ccccc21
-8%	COC[C@@H]1CN(S(C)(=O)=O)C[C@H]1c1ccncc1

Exported tab-delimited: seven of the compounds above
structure	KDM5B inhibitor
Cc1csc2nc(-c3ccc(NS(=O)(=O)c4cccc(F)c4)cc3)cn12	-20%
CC(CCN1CCC(C(O)(c2ccccc2)c2ccccc2)CC1)Oc1cccc(Cl)c1 (stereo not drawn)	-7%
O=c1c(Cl)c(Oc2ccc(C(F)(F)F)cc2)cnn1-c1ccc(C(F)(F)F)cn1	-5%
OCCCNC(=S)NC1CC2CCC1C2 (stereo not drawn)	23%
CC(C)C[C@@H]1NC(=O)[C@H]2C[C@@]3(C)c4ccccc4N[C@H]3N2C1=O	-9%
COCCCNC(=O)c1c(C)oc2c1CN(Cc1ccc(F)cc1)CC2	?
CCOc1ccc(C(=O)C(C)OC(=O)c2ccc(C(N)=O)cc2)cc1 (stereo not drawn)	17%

Returning to the listing, starting two compounds before the break.
KDM5B inhibitor	SMILES
4%	CC(C)Cn1c(-c2ccccc2Cl)nc2ccccc21
-8%	COC[C@@H]1CN(S(C)(=O)=O)C[C@H]1c1ccncc1
?	CCOC(=O)c1cc2c(=O)n3ccccc3nc2n(Cc2ccco2)c1=NC(=O)c1cccc(F)c1
8%[86.2 µM]	O=C1N(Cc2ccccc2F)CCOC12CCN(Cc1ccc(F)cc1F)CC2
0%	Cc1cc(C(=O)NNC(=O)Nc2ccc(Cl)cc2)no1
?	CC(C)CN1CCc2[nH]cnc2C12CCN(C(=O)c1n[nH]c3c1CCC3)CC2
-10%	COc1ccc(CCNC(=O)CCCn2c(=O)c3ccccc3n(Cc3c(C)cc(C)cc3C)c2=O)cc1OC
32µM*	C#CCNC(=O)c1nc(-c2ccsc2)c2cnccn12
?	O=C(c1ccc(C2CCCNC2)cc1)N1CCCN(c2ncccn2)CC1 (stereo not drawn)
47%[activator]	Cc1cccc(-c2cccc(NC(=O)C3CCCN(C(=O)c4cccc(C)n4)C3)c2)c1 (stereo not drawn)
-8%	COc1cc2[nH]c(=O)n(CCCCCC(=O)N3CCN(c4cccc(C(F)(F)F)c4)CC3)c(=O)c2cc1OC
8%	O=C(NNC(=O)C1[C@H]2CCCC[C@@H]12)Nc1cccc2ccccc12 (stereo partly drawn)
5%	CCN(CC)S(=O)(=O)c1ccc2c(c1)CC(C(=O)NCCc1ccc(SC)cc1)N2C(C)=O (stereo not drawn)
3%	O=C1CCN(S(=O)(=O)c2cccc(F)c2)CCCC(CO)CCN1 (stereo not drawn)
-4%	CCCCn1cnc2c1c(=O)n(CC(=O)Nc1cc(F)ccc1C)c(=O)n2CCCC
28%	Clc1ccc(Sc2ccnc3cc(Cl)ccc23)cc1
?	O=C(NC[C@H]1O[C@@H](CO)[C@@H](O)[C@H]1N1CCN(c2ccc(F)cc2)CC1)c1cccc(F)c1
-27%[86.2 µM]	O=C1c2cnc(-c3cccc(O)c3)nc2OCCN1Cc1ccc(F)cc1F
5%	O=C(Nc1ccc(F)c(F)c1)C1CCCN(C(=O)Cc2cccc3ccccc23)C1 (stereo not drawn)
-2%	CCn1c(SCc2cc3c(cc2Br)OCCO3)nc2cc(S(N)(=O)=O)ccc21
-1%	O=C(NCCc1ccccn1)c1cncc(Br)c1
11%	CNS(=O)(=O)c1cc(-c2c(C)nn3c2NC(=O)CCC3=O)ccc1C
?	O=C(Cn1ccn2nc3c(c2c1=O)CCCCC3)Nc1ccc(F)c(F)c1
-20%	CCCN(Cc1nccn1C)C(=O)c1sc(C(C)C)nc1C
?	Cc1ccc(-c2nnc(Nc3ccc(Br)cc3)c3ccccc23)cc1S(=O)(=O)N1CCN(C)CC1
25%	CC(C)(C)c1ccc(C(=O)Nc2ccc(F)cc2F)cc1
3%[86.2 µM]	Cc1nnc(-c2cc(-c3cccc(N(C)C)c3)ccn2)n1Cc1ccccc1
-3%	COC(=O)c1c(NC(=O)c2cc(=O)c3cc(C)cc(C)c3o2)sc2c1CCC2
-20%	CSc1ccccc1NC(=O)CN(C)C(c1ccccc1)c1ccccc1
-35%	CCCCC(O)(c1ccc(OC)cc1)C(CN1CCOCC1)c1ccccc1 (stereo not drawn)

Entries above containing a nitro group on carbon, in the order listed:
KDM5B inhibitor	SMILES
-11%	Cn1cnc([N+](=O)[O-])c1NCc1ccccc1
?	Cc1nonc1OC(C)CNCCNc1ccc([N+](=O)[O-])cc1 (stereo not drawn)

Source: PubChem

An excerpt; rates above refer to the full screens.
